CHT block – inhibitors of human choline transporter CHT; Q9GZV3; CHT-expressing cells, membrane potential dye, choline response; stronger effect = lower value; B-score at 10 µM; actives 0.86% (n = 310,000);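 active means B-score over 3 SD under the library average, and starting fluorescence ratio not unusually high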;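 further: choline stimulus applied at its EC90 after an EC20 pre-addition; B-score computed on integrated fluorescence ratio after choline addition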
Target sequence (Q9GZV3 whole entry, looked up): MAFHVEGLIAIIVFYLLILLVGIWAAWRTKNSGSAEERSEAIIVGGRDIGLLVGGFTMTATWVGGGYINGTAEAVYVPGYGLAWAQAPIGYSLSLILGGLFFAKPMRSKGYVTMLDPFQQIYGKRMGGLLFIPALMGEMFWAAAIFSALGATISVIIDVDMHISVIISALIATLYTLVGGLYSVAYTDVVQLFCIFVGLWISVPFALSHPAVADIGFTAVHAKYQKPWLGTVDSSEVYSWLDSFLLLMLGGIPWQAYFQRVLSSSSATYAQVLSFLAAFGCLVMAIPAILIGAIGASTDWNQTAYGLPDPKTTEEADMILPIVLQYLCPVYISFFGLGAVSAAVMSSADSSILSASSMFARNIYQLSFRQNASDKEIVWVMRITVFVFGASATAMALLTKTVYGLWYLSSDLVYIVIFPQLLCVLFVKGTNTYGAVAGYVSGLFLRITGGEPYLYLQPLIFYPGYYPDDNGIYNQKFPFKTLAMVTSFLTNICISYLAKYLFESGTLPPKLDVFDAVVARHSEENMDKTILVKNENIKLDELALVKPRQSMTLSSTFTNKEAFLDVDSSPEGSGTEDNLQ
CHT PAM – allosterically activates the human high affinity choline transporter; Q9GZV3; CHT-expressing cells, membrane potential dye, choline EC20; stronger effect = higher value; LV-AA mutant CHT in HEK293 cells; B-score at 10 µM; actives 0.49% (n = 310,000); AID 488977;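 active means initial fluorescence not abnormally high and integrated response B-score, plate-corrected, over 3 SD above library mean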
The depositor's hits bear a star. This is a random part of the collection. About 1.5% of those tested had a hit in this group.

The opening five compounds as a preview:
Results for CC(C)CCN1NC2(CCC(C)CC2)NC1=S (centres undefined) ?
CHT block: inactive; CHT PAM: inactive

Results for O=C(/C=C/c1ccc(N2CCCCC2)c([N+](=O)[O-])c1)c1ccc(S(=O)(=O)N2CCCC2)cc1 ?
CHT block: inactive; CHT PAM: inactive

Results for CC1(NC(=S)Nc2ccc(NC(=S)NC3(C)CCS(=O)(=O)C3)cc2)CCS(=O)(=O)C1 (centres undefined) ?
CHT block: inactive; CHT PAM: inactive

How did Cn1c(=O)n(C)c2cc(NS(=O)(=O)c3ccc(C(C)(C)C)cc3)ccc21 do in these assays?
CHT block: inactive; CHT PAM: inactive

How did Cc1nonc1NC(=O)c1oc2ccccc2c1C do in these assays?
CHT block: inactive; CHT PAM: inactive

The list itself, previewed entries included:
Results for CC(C)CCN1NC2(CCC(C)CC2)NC1=S (centres undefined) ?
CHT block: inactive; CHT PAM: inactive

Results for O=C(/C=C/c1ccc(N2CCCCC2)c([N+](=O)[O-])c1)c1ccc(S(=O)(=O)N2CCCC2)cc1 ?
CHT block: inactive; CHT PAM: inactive

Results for CC1(NC(=S)Nc2ccc(NC(=S)NC3(C)CCS(=O)(=O)C3)cc2)CCS(=O)(=O)C1 (centres undefined) ?
CHT block: inactive; CHT PAM: inactive

How did Cn1c(=O)n(C)c2cc(NS(=O)(=O)c3ccc(C(C)(C)C)cc3)ccc21 do in these assays?
CHT block: inactive; CHT PAM: inactive

How did Cc1nonc1NC(=O)c1oc2ccccc2c1C do in these assays?
CHT block: inactive; CHT PAM: inactive

What do the screens show for `C=CCCC(=O)Nc1ccc(COC(=O)N2CCOCC2)cc1`?
CHT block: inactive; CHT PAM: inactive

How did O=C(CSc1ncccc1C(=O)O)c1ccccc1 do in these assays?
CHT block: inactive; CHT PAM: inactive

How did CC(/C=N/NC(=O)CSc1nnc(SCc2ccccc2)s1)=C\c1ccco1 do in these assays?
CHT block: inactive; CHT PAM: inactive

Results for C=CCn1c(Cc2cccs2)nnc1SCC(=O)Nc1ccc(C(=O)OCC)cc1 ?
CHT block: inactive; CHT PAM: inactive

How did O=C(NCc1ccccc1Cl)C1CCCN1C(=O)Nc1ccccc1 (centres undefined) do in these assays?
CHT block: inactive; CHT PAM: inactive

Results for CCN(CC)CCCNC(=S)N(CCCO)Cc1cc2cc3c(cc2[nH]c1=O)OCO3 ?
CHT block: inactive; CHT PAM: inactive

How did Cc1cc2ncn(-c3ncnc4scc(-c5ccccc5)c34)c2cc1C do in these assays?
CHT block: inactive; CHT PAM: 8.4*

How did COc1ccc(CNC(=O)c2cnc3cc(C)ccn3c2=O)cc1 do in these assays?
CHT block: inactive; CHT PAM: inactive

Results for COc1ccc(NS(=O)(=O)c2ccc(NC(=S)NC(=O)c3ccc(F)cc3)cc2)nn1 ?
CHT block: inactive; CHT PAM: inactive

What do the screens show for `CC1CCN(CC(=O)Nc2ccccc2C#N)CC1`?
CHT block: inactive; CHT PAM: inactive

How did O=C(COC(=O)c1ccccc1C(=O)c1ccccc1)NCCc1ccc(Cl)cc1Cl do in these assays?
CHT block: inactive; CHT PAM: inactive

How did CCn1c(Cn2nnc(-c3ccccc3)n2)nnc1SCC(=O)Nc1cccc(C(C)=O)c1 do in these assays?
CHT block: inactive; CHT PAM: inactive

Results for COc1ccc(OC)c(NC2c3ccccc3C(=O)N2Cc2ccc3c(c2)OCO3)c1 (centres undefined) ?
CHT block: inactive; CHT PAM: inactive

Results for COc1ccc(Br)c(-c2nc(CS(=O)(=O)c3ccc(F)cc3)no2)c1 ?
CHT block: inactive; CHT PAM: inactive

What do the screens show for `c1ccc(N2CCN(c3cnccn3)CC2)nc1`?
CHT block: inactive; CHT PAM: inactive

How did COc1ccc(CNC(=O)[C@H](C)N2C(=O)N3CCc4c([nH]c5ccccc45)[C@@]3(C)C2=O)cc1OC do in these assays?
CHT block: inactive; CHT PAM: inactive

What do the screens show for `Cc1cc(NC(=O)CSc2ncc(CO)n2Cc2ccc(F)cc2)no1`?
CHT block: inactive; CHT PAM: inactive

What do the screens show for `COC(=O)c1c(NC(=O)CN2C(=O)NC3(CCC(C(C)(C)C)CC3)C2=O)sc2c1CCCCC2` (centres undefined)?
CHT block: inactive; CHT PAM: inactive

Results for O=C(Nc1ccccc1N1CCOCC1)c1ccc(S(=O)(=O)NCc2ccco2)cc1 ?
CHT block: inactive; CHT PAM: inactive

Results for COc1ccc(C2C(C(=O)Nc3cccnc3)=C(C)Nc3nc(-c4ccco4)nn32)cc1 (centres undefined) ?
CHT block: inactive; CHT PAM: inactive

What do the screens show for `CCN(CCNC(=O)C1CC(=O)N(CCc2ccccc2)C1)c1ccccc1` (centres undefined)?
CHT block: inactive; CHT PAM: inactive

How did O=C(c1cc(-c2cccs2)nc2ccccc12)N1CCN(c2ccccc2O)CC1 do in these assays?
CHT block: inactive; CHT PAM: inactive

How did CS(=O)(=O)N1CCCC(C(=O)c2cccc(Cl)c2)C1 (centres undefined) do in these assays?
CHT block: inactive; CHT PAM: inactive

Results for COc1cccc(/C=N\NS(=O)(=O)c2ccccc2)c1OC ?
CHT block: inactive; CHT PAM: inactive

Results for O=C(NCCOC12CC3CC(CC(C3)C1)C2)c1cccc(Br)c1 ?
CHT block: inactive; CHT PAM: inactive

How did O=C(NCc1ccc(F)cc1)C1CCCN(S(=O)(=O)c2cccc3nonc23)C1 (centres undefined) do in these assays?
CHT block: inactive; CHT PAM: inactive

What do the screens show for `Cc1ccc(-c2ccc(CCC(=O)O)n2CC(=O)O)cc1`?
CHT block: inactive; CHT PAM: inactive

Results for COc1ccc(OC)c(NC(=O)COC(=O)/C=C/c2c(C)nn(C3CCS(=O)(=O)C3)c2Cl)c1 (centres undefined) ?
CHT block: inactive; CHT PAM: inactive

Results for COc1ccc(C)cc1S(=O)(=O)N1CCN(S(=O)(=O)c2cc(C(=O)O)ccc2C)CC1 ?
CHT block: inactive; CHT PAM: inactive

Results for C=CCn1c(SCC(=O)Nc2cccnc2Cl)nnc1-c1ccccc1F ?
CHT block: inactive; CHT PAM: inactive

What do the screens show for `O=C(N1CCCC1)n1c(Cc2ccccc2)nc2ccccc21`?
CHT block: inactive; CHT PAM: inactive

Results for COc1cc(Cl)ccc1NC(=S)N(CCCN1CCOCC1)Cc1cn(C)c2ccccc12 ?
CHT block: inactive; CHT PAM: inactive

What do the screens show for `C=CCn1c(SCC(=O)Nc2ccc3c(c2)OCO3)nnc1-c1ccccc1O`?
CHT block: inactive; CHT PAM: inactive

What do the screens show for `CC1(c2ccc3noc(-c4ccc(Cl)cc4)c3c2)OCCO1`?
CHT block: inactive; CHT PAM: inactive

What do the screens show for `CC(=O)N(CCN(C(C)=O)c1ccccc1)c1ccccc1`?
CHT block: inactive; CHT PAM: inactive

How did CCc1cc2c(NCC(=O)O)ncnc2s1 do in these assays?
CHT block: inactive; CHT PAM: inactive

How did COCCn1c(SCC(=O)Nc2cccc(S(N)(=O)=O)c2)nc2ccccc21 do in these assays?
CHT block: inactive; CHT PAM: inactive

How did COc1ccccc1-n1c(SCC(=O)Nc2cccc(C)c2)nc2c(c1=O)SCC2 do in these assays?
CHT block: inactive; CHT PAM: inactive

What do the screens show for `COc1ccc(C(=O)OC(C(=O)c2ccccc2)c2ccccc2)cc1` (centres undefined)?
CHT block: inactive; CHT PAM: inactive

Results for CCC(C)Sc1ccc([C@H]2N[C@@](Cc3ccccc3)(C(=O)OC)[C@H]3C(=O)N(CC)C(=O)[C@@H]23)cc1OC (some centres undefined) ?
CHT block: inactive; CHT PAM: inactive

Results for COc1ccc2c(c1)c(CC(=O)Nc1cccc(S(N)(=O)=O)c1)c(C)n2C(=O)c1ccc(Cl)cc1 ?
CHT block: inactive; CHT PAM: inactive

What do the screens show for `CCN(CC)/C(N)=N/c1nc(C)cc(C)n1`?
CHT block: inactive; CHT PAM: inactive

What do the screens show for `Cc1ccc2c(c1)N(S(=O)(=O)c1ccc(F)cc1)C(C(C)(C)C)CO2` (centres undefined)?
CHT block: inactive; CHT PAM: inactive

Results for O=C(COC(=O)CNC(=O)c1ccco1)NCc1ccc(F)cc1 ?
CHT block: inactive; CHT PAM: inactive

What do the screens show for `COc1ccc(NC(=O)CN(c2ccccc2)S(=O)(=O)N(C)C)cc1Cl`?
CHT block: inactive; CHT PAM: inactive

How did C=CCOc1c(Br)cc(CNn2c(C)n[nH]c2=S)cc1OC do in these assays?
CHT block: inactive; CHT PAM: inactive

Results for COc1ccccc1NC(c1cccnc1)c1ccc2cccnc2c1O (centres undefined) ?
CHT block: inactive; CHT PAM: inactive

What do the screens show for `COc1ccc(N2CCN(C(=O)CCNC(=O)c3ccccc3)CC2)cc1`?
CHT block: inactive; CHT PAM: inactive

What do the screens show for `CCn1ccnc1CN(C)C(=O)c1ccc2nc(Cc3ccc(OC)cc3)oc2c1`?
CHT block: inactive; CHT PAM: inactive

What do the screens show for `CCN(C(=O)C(=O)c1c[nH]c2ccccc12)c1ccccc1`?
CHT block: inactive; CHT PAM: inactive

Results for O=C1CSc2ccc(C(=O)N3CCN(c4ccccn4)CC3)cc2N1 ?
CHT block: inactive; CHT PAM: inactive

Results for N#Cc1cc[n+](CC(=O)c2ccc(NC(=O)c3ccccc3)cc2)cc1 ?
CHT block: inactive; CHT PAM: inactive

What do the screens show for `O=C1OC(/C=C/c2ccccc2)=NC/1=C\c1cccnc1`?
CHT block: inactive; CHT PAM: inactive

How did CCCSc1nc2[nH]ncc2c(=O)[nH]1 do in these assays?
CHT block: inactive; CHT PAM: inactive

How did CCCC(C)c1nnc(NC(=O)C2CC(=O)N(CCc3ccc(F)cc3)C2)s1 (centres undefined) do in these assays?
CHT block: inactive; CHT PAM: inactive

Structures above that contain a tert-butyl group, in the order listed:
How did Cn1c(=O)n(C)c2cc(NS(=O)(=O)c3ccc(C(C)(C)C)cc3)ccc21 do in these assays?
CHT block: inactive; CHT PAM: inactive

What do the screens show for `COC(=O)c1c(NC(=O)CN2C(=O)NC3(CCC(C(C)(C)C)CC3)C2=O)sc2c1CCCCC2` (centres undefined)?
CHT block: inactive; CHT PAM: inactive

What do the screens show for `Cc1ccc2c(c1)N(S(=O)(=O)c1ccc(F)cc1)C(C(C)(C)C)CO2` (centres undefined)?
CHT block: inactive; CHT PAM: inactive

The list continues:
Results for Cc1cc(C)c[n+](-c2nc([O-])sc2C=O)c1 ?
CHT block: inactive; CHT PAM: inactive

What do the screens show for `CCOc1ccc(C(C)=O)cc1COC(=O)C(C)N=C1NS(=O)(=O)c2ccccc21` (centres undefined)?
CHT block: inactive; CHT PAM: inactive

What do the screens show for `NNC(=O)CCN1CCN(Cc2ccccc2)CC1`?
CHT block: inactive; CHT PAM: inactive

How did O=C(Cn1nnc(-c2ccc([N+](=O)[O-])cc2)n1)NNC(=O)c1ccccc1 do in these assays?
CHT block: inactive; CHT PAM: inactive

Results for CCC1(C)Cc2c(sc3nnn(CC(=O)Nc4ccc(C)cc4)c(=O)c23)CO1 (centres undefined) ?
CHT block: inactive; CHT PAM: inactive

What do the screens show for `COc1ccc2oc(C(=O)CCC(=O)O)c(N)c2c1`?
CHT block: inactive; CHT PAM: inactive

Results for CC(C)CNC(=S)N1CCN(c2nc3ccccc3s2)CC1 ?
CHT block: inactive; CHT PAM: inactive

What do the screens show for `COc1cc(Cn2nnc3ccccc32)ccc1O`?
CHT block: inactive; CHT PAM: inactive

Results for COc1ccccc1C(=O)n1nc(-c2ccco2)nc1SC ?
CHT block: inactive; CHT PAM: inactive

How did CC1(N(O)/C=C2\C=CC=CC2=O)CCCCC1=O (centres undefined) do in these assays?
CHT block: inactive; CHT PAM: inactive

Results for Cc1cccc(C2CC(c3ccccc3)Nc3ncnn32)c1 (centres undefined) ?
CHT block: inactive; CHT PAM: inactive

Results for O=C(NCc1ccccc1)C1CCCN1S(=O)(=O)c1ccc(Cl)cc1 (centres undefined) ?
CHT block: inactive; CHT PAM: inactive

What do the screens show for `COc1ccc(NC(=O)c2ccco2)cc1NC(=O)c1cccs1`?
CHT block: inactive; CHT PAM: inactive

How did CCC[n+]1c2ccccc2cc2ccccc21 do in these assays?
CHT block: inactive; CHT PAM: inactive

What do the screens show for `CCOC(=O)C1CCN(S(=O)(=O)c2ccc(C)c(C(=O)NC3CCCCC3)c2)CC1`?
CHT block: inactive; CHT PAM: inactive

Results for Nc1n[nH]c(N)c1N=Nc1ccc(Cl)cc1 ?
CHT block: inactive; CHT PAM: inactive

How did Nc1nc(-n2cnnc2)nn1-c1ccccc1 do in these assays?
CHT block: inactive; CHT PAM: inactive

What do the screens show for `Brc1cccc(OCCn2ccnc2)c1`?
CHT block: inactive; CHT PAM: inactive

Results for COc1cccc(/C=C2\SC(=S)N(CCCC(=O)N3CCCC3)C2=O)c1 ?
CHT block: inactive; CHT PAM: inactive

What do the screens show for `Cc1cc(=O)oc2c(C)c(OCC(=O)NCCCn3ccnc3)ccc12`?
CHT block: inactive; CHT PAM: inactive

What do the screens show for `COc1ccc(C(=O)Cn2cnc3ccccc3c2=O)cc1`?
CHT block: inactive; CHT PAM: inactive

How did OCC1CCCN(Cc2ccc(-c3ccccc3)cc2)C1 (centres undefined) do in these assays?
CHT block: inactive; CHT PAM: inactive

What do the screens show for `CNC(=O)COC(=O)Cc1ccc(Cl)cc1`?
CHT block: inactive; CHT PAM: inactive

What do the screens show for `CC/C(=N/NC(=O)c1ccc2c(c1)OCO2)c1ccccc1O`?
CHT block: inactive; CHT PAM: inactive

Six neighbouring compounds out of the list so far, for reference:
Results for COc1cccc(/C=C2\SC(=S)N(CCCC(=O)N3CCCC3)C2=O)c1 ?
CHT block: inactive; CHT PAM: inactive

What do the screens show for `Cc1cc(=O)oc2c(C)c(OCC(=O)NCCCn3ccnc3)ccc12`?
CHT block: inactive; CHT PAM: inactive

What do the screens show for `COc1ccc(C(=O)Cn2cnc3ccccc3c2=O)cc1`?
CHT block: inactive; CHT PAM: inactive

How did OCC1CCCN(Cc2ccc(-c3ccccc3)cc2)C1 (centres undefined) do in these assays?
CHT block: inactive; CHT PAM: inactive

What do the screens show for `CNC(=O)COC(=O)Cc1ccc(Cl)cc1`?
CHT block: inactive; CHT PAM: inactive

What do the screens show for `CC/C(=N/NC(=O)c1ccc2c(c1)OCO2)c1ccccc1O`?
CHT block: inactive; CHT PAM: inactive

Screening results as filed in PubChem.
